Compound activity deposited in PubChem BioAssay by several laboratories.
OX1R antag: human HCRTR1 antagonism | actives 0.43% (n = 330,000) | inhibition, % at 5 µM | O43613 | CHO/OX1R cells, Fluo-8 calcium fluorescence, orexin A;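 active = inhibition above its plate's threshold, mean inhibition of all tested compounds on the plate plus 3 SD, cut at about 37% in these data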;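 note: 0% = orexin A challenge wells and 100% = SB-334867-A antagonist wells; not every result past the cut was called active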
Target sequence (O43613 whole entry, looked up): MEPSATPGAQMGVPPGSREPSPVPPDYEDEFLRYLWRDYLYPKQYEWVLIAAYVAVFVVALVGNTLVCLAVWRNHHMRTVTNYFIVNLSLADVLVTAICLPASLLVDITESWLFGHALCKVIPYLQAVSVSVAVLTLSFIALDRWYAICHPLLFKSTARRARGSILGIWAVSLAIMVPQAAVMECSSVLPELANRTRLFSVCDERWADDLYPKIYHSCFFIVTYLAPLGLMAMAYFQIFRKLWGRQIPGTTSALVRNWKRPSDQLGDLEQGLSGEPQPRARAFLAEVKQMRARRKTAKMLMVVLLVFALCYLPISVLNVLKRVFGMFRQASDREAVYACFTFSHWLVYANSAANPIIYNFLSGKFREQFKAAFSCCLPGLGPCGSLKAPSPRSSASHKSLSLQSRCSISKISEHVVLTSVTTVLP
CHT allo act: human CHT allosteric activation; AID 488977; CHT-expressing cells, membrane potential dye, choline EC20; stronger effect = higher value; LV-AA mutant CHT in HEK293 cells; actives 0.49% (n = 310,000); B-score at 10 µM;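 active = initial fluorescence not abnormally high and integrated response B-score, plate-corrected, over 3 SD above library mean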
Target sequence (Q9GZV3 whole entry, looked up): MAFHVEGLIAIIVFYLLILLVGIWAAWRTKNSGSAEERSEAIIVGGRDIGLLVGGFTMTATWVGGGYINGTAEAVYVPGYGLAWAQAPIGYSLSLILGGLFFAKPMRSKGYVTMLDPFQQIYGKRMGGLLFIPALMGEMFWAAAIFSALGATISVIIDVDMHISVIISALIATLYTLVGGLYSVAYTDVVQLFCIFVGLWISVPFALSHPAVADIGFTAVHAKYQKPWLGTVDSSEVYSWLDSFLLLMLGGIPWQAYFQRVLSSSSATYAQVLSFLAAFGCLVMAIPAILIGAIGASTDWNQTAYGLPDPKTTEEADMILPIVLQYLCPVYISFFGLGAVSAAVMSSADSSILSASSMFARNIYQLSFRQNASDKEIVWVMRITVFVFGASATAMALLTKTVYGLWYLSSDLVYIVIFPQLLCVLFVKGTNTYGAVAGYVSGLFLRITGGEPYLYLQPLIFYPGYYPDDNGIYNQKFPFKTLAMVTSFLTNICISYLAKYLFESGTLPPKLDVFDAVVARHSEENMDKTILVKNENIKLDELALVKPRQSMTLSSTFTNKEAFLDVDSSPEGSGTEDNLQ
Active calls of the source: *; i = inactive; x = no result given.

compound | OX1R antag | CHT allo act
COC(=O)C1=C(C)OC(N)=C(C#N)C1c1cc(OC)ccc1OC (stereo not drawn) | -17.1 | i
CC(=O)Nc1ccc(C(=O)OCC(=O)N(Cc2ccccc2)C(C)(C)C)cc1 | -22.4 | i
COCCn1c(SCC(=O)Nc2cccnc2Cl)nc2cc(Cl)ccc2c1=O | -4.6 | x
Cc1ccc(CNC(=O)C(NS(=O)(=O)c2cccc3nsnc23)c2ccccc2)cc1 (stereo not drawn) | -34.0 | i
CCOc1nc(N2CCCCC2)nc(-n2cc(-c3ccccc3)nn2)n1 | -11.8 | i
Cc1ccc(NC(=O)c2cc(S(=O)(=O)Nc3ccc(C)cc3)cs2)cc1 | 27.2 | i
CC(C)C(=O)Nc1nnc(SCc2cccc(F)c2)s1 | -19.4 | i
O=C(c1ccc(Cl)cc1)N(Cc1ccc(Br)cc1)N1C(=O)CCC1=O | -19.4 | i
Cc1cccc(CN2CCN(C(C)C(=O)NC(C)c3ccccc3)CC2)c1 (stereo not drawn) | -18.5 | i
Cc1ccc(N(C(=O)Cc2c[nH]c3ccccc23)C(C(=O)NC2CCCCC2)c2ccco2)cc1 (stereo not drawn) | -34.9 | i
COc1ccc(CNC(=O)C2CCC(CNc3c(N4CCCCC4)c(=O)c3=O)CC2)cc1 (stereo not drawn) | -4.3 | i
O=C1c2ccccc2C(=O)N1CCN1CCOCC1 | 5.3 | i
COC(=O)c1ccc(-c2sc3nc(N4CCOCC4)c4c(c3c2N)CCCC4)o1 | -22.0 | i
CCCN1CCN(C(=S)Nc2ccc(S(N)(=O)=O)cc2)CC1 | -3.7 | i
Cc1cccn2c(=O)c3cc(C(=O)NC4CCS(=O)(=O)C4)n(Cc4ccccc4)c3nc12 (stereo not drawn) | -12.7 | i
Cc1ccc(-c2nc(-c3ccccc3)no2)c(Cl)c1 | -16.8 | i
O=C1NNC(c2ccccc2)=N/C1=C\c1ccco1 | -8.3 | i
Cc1ccc2c(CC(=O)OCc3csc(C)n3)coc2c1 | -34.0 | i
COc1ccc(/C=N\NC(=O)CCN2CCN(c3ccccc3)CC2)cc1OC | -30.5 | i
CC(Sc1nnc(-c2cccnc2)o1)C(=O)NC1CCCCC1 (stereo not drawn) | -7.7 | x
Cc1ccc(CN(C)C(=O)c2cccc(S(=O)(=O)N3CCCC3)c2)o1 | -20.5 | x
CC(=O)c1c(C)[nH]c(C(=O)COC(=O)COc2ccccc2F)c1C | -7.0 | x
O=C(COC(=O)c1cc(S(=O)(=O)N2CCOCC2)ccc1Cl)NCc1ccco1 | -13.9 | i
FC(F)(F)C12CC(c3ccccc3)=NCCN1CCN2 (stereo not drawn) | -4.0 | i
CCN(CC)CCn1c(NC(=O)c2ccc(C)cc2)nc2ccccc21 | -33.4 | i
N#Cc1cc([N+](=O)[O-])ccc1NCCCn1ccnc1 | -8.3 | 7.3*
CC1CCCC(NS(=O)(=O)c2cc3c(cc2Cl)NC(=O)CO3)C1C (stereo not drawn) | -17.1 | i
O=C(O)/C=C/c1cn(-c2ccccc2)nc1-c1ccc(-c2ccc([N+](=O)[O-])cc2)o1 | -0.9 | i
COc1cc(-c2nnc(COC(=O)c3cccn3C)o2)cc(OC)c1OC | -11.1 | i
CCOc1ccc(NS(=O)(=O)c2ccc(C(=O)N(C)CC(=O)Nc3ccc(OC)cc3)cc2)cc1 | -13.1 | i

Overlap with the part before: 2 compounds, followed by the next part.
compound | OX1R antag | CHT allo act
COc1cc(-c2nnc(COC(=O)c3cccn3C)o2)cc(OC)c1OC | -11.1 | i
CCOc1ccc(NS(=O)(=O)c2ccc(C(=O)N(C)CC(=O)Nc3ccc(OC)cc3)cc2)cc1 | -13.1 | i
O=[N+]([O-])c1cccc(C(=NCc2ccccc2)NO)c1 | x | i
COc1cccc2c(=O)n(CC(=O)N3CCC(C)CC3)ccc12 | -9.4 | i
CC(=O)Nc1ccc(S(=O)(=O)NC(CC(=O)NC2CCCCC2C)C(C)C)cc1 (stereo not drawn) | -31.3 | i
COc1ccc(/C=N/NC(=O)c2ccc(Cl)c(S(N)(=O)=O)c2)cc1OCC(N)=O | -12.2 | i
COc1cc(NC(=O)c2ccco2)ccc1NC(=O)C(C)C | -14.3 | i
CS(=O)(=O)c1ccc(Cl)c(NC(=O)Nc2ccccc2)c1 | -19.2 | i
CCc1nc2ccc(C(=O)Nc3nnc(C)s3)cc2nc1CC | -14.0 | i
COc1ccccc1N1CCN(CC(=O)Nc2ccnn2C2CCCC2)CC1 | -29.7 | x
COc1ccc(OCc2cc(C(=O)N3CCC(OC)CC3)no2)c2ccccc12 | -6.1 | i
O=C(Nc1cccc2ccccc12)C1CCCC1 | x | i
COc1cc(C(=O)Nc2ccc3c(c2)OCO3)c([N+](=O)[O-])cc1OC | -15.7 | i
S=C(Nc1cccnc1)NC1CC2CCC1C2 (stereo not drawn) | -12.6 | i
Cn1c(C(=O)N[C@@H](Cc2ccccc2)C(=O)O)cc2cc(F)ccc21 | -23.8 | i
Cc1cc(C)cc(NC(=O)Nn2cnnc2)c1 | x | i
Cc1ccc(S(=O)(=O)N2CCN(C(=O)CC(C)n3cncn3)CC2)cc1 (stereo not drawn) | -13.3 | i
C[C@@H](NC(=O)c1[nH]cnc1C(=O)Nc1nccs1)c1ccccc1 | -17.9 | x
Cc1nc2nc(-c3ccccc3)nn2c(C)c1Cl | -19.5 | i
CCOC(=O)c1c(NC(=O)CN2C(=O)NC(C)(c3ccccc3)C2=O)sc(C)c1C (stereo not drawn) | -27.9 | i
O=C(Oc1ccc(-c2cnc3ccccc3n2)cc1)c1cccc([N+](=O)[O-])c1 | -15.2 | i
Nc1c(Cl)cnn(-c2ccccc2)c1=O | -10.8 | i
CN(C)/C=C/C(=O)c1c(F)cccc1F | -16.5 | i
O=C(C[C@H]1C[C@H](C(=O)N2CCOCC2)[C@@]2(CCC3CCCC3)c3[nH]c4cc(-c5ccco5)ccc4c3CCN2C1=O)NCCc1ccccn1 | 12.5 | x
Cc1ccc(NC(=O)c2cc(N3C(=O)C4CCCCC4C3=O)ccc2N2CCOCC2)cc1 (stereo not drawn) | -14.4 | i
CNS(=O)(=O)c1cccc(C(=O)Nc2cccnc2)c1 | 13.9 | i
CCCCCC(=O)Nc1ccc(Cl)cn1 | -11.0 | i
O=C1Nc2cc(C(=O)N3CCN(c4ccccc4F)CC3)ccc2NC1CSCc1ccccc1F (stereo not drawn) | -6.0 | i
Cc1oc(-c2ccc(Cl)cc2)nc1CN1CCCC(C(=O)N2CCN(C(=O)c3ccco3)CC2)C1 (stereo not drawn) | -33.4 | i
Cn1cc(/C=C(\C#N)C(=O)Nc2ncc(Cc3ccc(Cl)cc3)s2)c2ccccc21 | -7.9 | i
O=C(O)CC/C(=N/Nc1ccc([N+](=O)[O-])cc1)C(=O)O | -4.1 | i
CN1CCN(C(=O)c2ccccc2NC(=O)c2sc3ccccc3c2Cl)CC1 | -36.0 | i
Cc1ccc(NC(=O)CCSc2nnnn2-c2ccc3c(c2)OCO3)cc1C | -18.9 | i
CC(NC(=O)[C@H](C)N1C(=O)N2CCc3c([nH]c4ccccc34)[C@@]2(C)C1=O)c1ccccc1 (stereo partly drawn) | -13.0 | i
CCN(CC)S(=O)(=O)c1cc([N+](=O)[O-])ccc1N=Nc1c(O)n(C)c2ccccc12 | -0.4 | i
O=C(O)CCCCCNS(=O)(=O)/C=C/c1ccccc1 | -11.4 | i
CSc1ccc(Cl)c(C(=O)NNC(=O)c2cccs2)c1 | -2.6 | x
COc1ccsc1C(=O)Nc1ccc(F)cc1F | -18.6 | i
CC(C)CCSc1nc2c(c(=O)[nH]c(=O)n2C)n1CCc1ccccc1 | -12.0 | i
CC(=O)c1c(N2CCN(C)CC2)[nH]c(-c2ccccc2)nc1=S | -30.1 | i
COCC(=O)N=Nc1c(O)[nH]c2ccccc12 | -1.9 | i
O=C(CN1CCN(c2ccc(F)cc2)CC1)Nc1ccccc1Br | -37.1 | i
CCOc1ccc(C(C)NC(=O)c2ccccc2OCc2c(C)noc2C)cc1OCC (stereo not drawn) | -26.1 | i
N#CCCSc1ncnc2c1oc1ccccc12 | -11.2 | i
Nn1c(SCc2cccc(Oc3ccccc3)c2)nnc1C(F)(F)F | -13.1 | i
CCN(CC(=O)Nc1ccc(C(C)=O)cc1)CC(=O)Nc1ccc2c(c1)OCCO2 | 6.3 | x
COC(=O)c1cc(S(=O)(=O)N(C)c2ccc(C)c(C)c2)c[nH]1 | 0.4 | i
O=C(O)c1cc(NS(=O)(=O)c2ccc(NCc3ccccc3)c([N+](=O)[O-])c2)cc(C(=O)O)c1 | 7.1 | i
CC(NS(=O)(=O)c1ccc2c(c1)CC(=O)N2C)c1ccccc1 (stereo not drawn) | -15.0 | i
Nc1nonc1-n1nnc(C(=O)N/N=C/c2ccncc2)c1CSc1ccc(Cl)cc1 | -7.4 | i
CCCCNC(=O)Nc1c(C(=O)OC)[nH]c2ccc(C)cc12 | -22.6 | i
CC(=O)Nc1ccc(SC[C@H](Cc2ccccc2)N2CCN(CC(C)C)CCC2=O)cc1 | -30.8 | i

(continued)
compound | OX1R antag | CHT allo act
CCOC(=O)CC1C(C(=O)OCC)ON2OC(C(=O)OC)C(C(=O)OCC)C12 (stereo not drawn) | 0.8 | i
COc1cc(C(C)=O)ccc1OCC(=O)OCC(=O)c1cc(C)n(CC2CCCO2)c1C (stereo not drawn) | -22.3 | x
Cc1ccc(N=Cc2cc(C)n(C3CCCC3)c2C)cc1 | -17.6 | i
COc1cc(/C=C(\C#N)c2ccccn2)ccc1OCC(=O)Nc1cccc(C(F)(F)F)c1 | -18.3 | i
O=C(CN1CCN(Cc2ccccc2F)CC1)Nc1ccccc1Cl | -32.7 | i
COc1ccc(NC(=O)Cn2nnc(-c3ccc(CN4CCOCC4)cc3)n2)c(OC)c1 | -16.5 | i
COc1ccccc1OCCSc1nnnn1C1CCCCC1 | -24.7 | i
CCOC(=O)CCCc1sc(N)nc1-c1[nH]c(=O)[nH]c1C | -3.2 | i
COc1ccc(CCNS(=O)(=O)c2ccc3c(c2)NC(=O)CO3)cc1OC | -9.6 | i
COc1ccccc1NC(=O)Cc1nnc(SCC(=O)NC2=NCCS2)n1C | -19.0 | i
CCOc1ccc(CN(C)C(=O)c2ccc(S(=O)(=O)N(C)c3ccccc3OC)cc2)cc1 | 30.2 | x
Cc1ccc(C(C)NC(=O)c2cccnc2)cc1 (stereo not drawn) | -5.5 | i
CN(C)C(=O)CCC(=O)N1CCCC(N2CCN(c3cccc(C(F)(F)F)c3)CC2)C1 (stereo not drawn) | -33.3 | i
C=CCOc1c(Br)cc(CNn2nnnc2N)cc1OC | -19.9 | i
CC1CCCC(C)N1CCCNC(=O)Cn1ncc2c3ccccc3n(C)c2c1=O (stereo not drawn) | -2.8 | i
O=C(NN1C(=O)C2C3c4ccccc4C(c4ccccc43)C2C1=O)C1CC1 (stereo not drawn) | -5.4 | i
O=C(Cc1ccccc1)N/N=C/c1ccc[nH]1 | -23.2 | i
O=C(Nc1ccc2c(c1)OCO2)c1cnccn1 | -2.0 | i
Cc1ccc(C(=O)N(CC(=O)Nc2sc(C)c(C)c2C(N)=O)C2CCCC2)cc1 | -31.0 | i
CNC(=O)NC(=O)CSc1ccc(NC(C)=O)cc1 | -14.7 | i
COc1ccc(NC(=O)Nc2c(C)noc2-c2ccccc2)cc1 | -20.1 | i
O=c1cc(NS(=O)(=O)c2ccccc2)nc(SCc2c(Cl)cccc2Cl)[nH]1 | -15.1 | i
Cc1cc(Nc2cccc(C)c2C)n2nc(C)nc2n1 | 4.0 | i
O=C(CCC(=O)NC1CC1)Nc1nnc(C2CCCCC2)s1 | -10.0 | i
CCC1CCCCN1CCn1c(=S)[nH]c2cc(OC)c(OC)cc2c1=O (stereo not drawn) | -21.9 | i
CCC(=O)OC1(C(=O)CCl)[C@@H](C)C[C@H]2[C@@H]3CCC4=CC(=O)C=C[C@]4(C)[C@@]3(F)[C@@H](O)C[C@@]21C (stereo partly drawn) | -20.0 | i
COc1cccc(NC(=O)CN(C)C(=O)c2ccccc2-c2nc3ccccc3s2)c1 | 17.4 | i
CCOCCCNC(=O)c1c(N)n(-c2ccc3c(c2)OCO3)c2nc3ccccc3nc12 | -20.4 | i
NC(=O)c1cc(S(=O)(=O)NCc2ccc(F)cc2)cs1 | 2.9 | i
COc1cc(OC)c(C(=O)OCCCOC(=O)c2cc(OC)c(OC)cc2OC)cc1OC | x | i

Three compounds already listed, sorted by number of heavy atoms, highest first.
compound | OX1R antag | CHT allo act
O=C1Nc2cc(C(=O)N3CCN(c4ccccc4F)CC3)ccc2NC1CSCc1ccccc1F (stereo not drawn) | -6.0 | i
COc1ccc(CNC(=O)C2CCC(CNc3c(N4CCCCC4)c(=O)c3=O)CC2)cc1 (stereo not drawn) | -4.3 | i
C[C@@H](NC(=O)c1[nH]cnc1C(=O)Nc1nccs1)c1ccccc1 | -17.9 | x

Further compounds.
compound | OX1R antag | CHT allo act
COc1ccc(-n2cnc(N)c2C(=O)c2cccc([N+](=O)[O-])c2)cc1 | -15.9 | i
Nc1nc(Nc2ccccc2Br)nc(C(F)(F)F)n1 | 14.8 | i
COc1ccc(S(=O)(=O)N2CCN(C(=O)C3CCCCC3)CC2)cc1 | -20.4 | i
CC(=O)N1CCN(Cc2nc3cc(NC(=O)c4ccc(F)cc4)ccc3n2C)CC1 | -7.2 | i
Cc1[nH]c2ccccc2c1/C=N/Nc1ccc(F)cc1F | -7.2 | i
COc1ccc(NC(=O)c2cc(-c3ccccc3Cl)on2)cc1 | 5.3 | i
COc1ccc(OC)c(C(=O)NC(CC(N)=O)c2ccc(NCCN3CCCC3)c([N+](=O)[O-])c2)c1 (stereo not drawn) | -6.6 | i
O=C1c2ccccc2N(Cc2ccc(Cl)cc2)C2=NCCN12 | -12.0 | i
CCNc1nc(Oc2ccc(=O)[nH]n2)nc(N2CCOCC2)n1 | -2.2 | i
CCOC(=O)CC(NC(=O)Cn1nnc(-c2ccccc2F)n1)c1ccc(OC)cc1 (stereo not drawn) | -32.9 | i
